14-3-3 PPI = modulators of human 14-3-3 gamma - Raf peptide interaction; P61981; FP, 14-3-3gamma / TMR-pS259-Raf peptide binding; inhibition, % at 40 µM; 160,000 tested, 0.19% active; in the data active means inhibition above about 30%;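 further: 0% = protein plus tracer without compound and 100% = blank with tracer alone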
Target sequence (P61981 whole entry, looked up): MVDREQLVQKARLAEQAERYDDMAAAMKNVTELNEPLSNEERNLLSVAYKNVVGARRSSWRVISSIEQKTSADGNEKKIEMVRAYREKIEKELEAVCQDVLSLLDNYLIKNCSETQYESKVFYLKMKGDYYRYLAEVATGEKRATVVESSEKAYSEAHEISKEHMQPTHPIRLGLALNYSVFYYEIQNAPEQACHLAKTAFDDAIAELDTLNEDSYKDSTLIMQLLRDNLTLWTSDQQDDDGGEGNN
* marks the source's active call; other numbers are inactive results; & = joins results of further samples.

nr	canonical_smiles	14-3-3 PPI
1	O=C(CCn1cccc1)Nc1cccc(F)c1	-4
2	CC1=C(C(=O)OCCc2ccccc2)C(c2ccncc2)C2=C(CCCC2=O)N1 (stereo not drawn)	-7
3	CCOc1cccc(C2NC(=O)NC(C)=C2C(=O)OCCSCC)c1 (stereo not drawn)	-6
4	CCN1C(=O)CC(C(=O)Nc2ccc(OC)cc2)SC1=Nc1ccccc1 (stereo not drawn)	5
5	Cc1ccccc1-n1nc2c(c1NC(=O)c1ccc(C(C)(C)C)cc1)CS(=O)(=O)C2	-6
6	COc1cc(NC(=O)c2nn3c(c2Br)NC(c2ccc(Br)o2)CC3C(F)(F)F)cc([N+](=O)[O-])c1 (stereo not drawn)	-71
7	O=C(c1ccccn1)N(Cc1cc2ccccc2[nH]c1=O)C1CCCCC1	-7
8	O=C(Nc1ccccc1)C1CC2CCCC(C1)C2=O (stereo not drawn)	-5
9	CC1Cc2nc(SCC(=O)NCCc3ccccc3)n(C)c(=O)c2S1 (stereo not drawn)	-4&-10
10	CCC(=O)N1CCc2cc(S(=O)(=O)NCCC(=O)NC3CCCCCC3)ccc21	-1
11	Cc1ccc(N=C2C(=O)Nc3ccccc32)cc1	-4
12	CC(=O)Nc1ccc(S(=O)(=O)N2CCN(C3CCCCCCC3)CC2)cc1	-10
13	COC(=O)c1ccccc1NC(=O)COC(=O)c1ccco1	-10
14	CCC(C)NC(=O)CSc1nc2ccc(N3CCOCC3)cc2c(=O)n1Cc1ccc2c(c1)OCO2 (stereo not drawn)	-11
15	CCN(CC)C(=O)CSc1ncnc2c1cnn2Cc1ccccc1	6
16	O/N=C1\CC/C(=N\O)c2nn(-c3ccc(Cl)cc3Cl)nc21	-3
17	CCN1CCN(c2ncnc3sc(C(=O)Nc4ccccc4F)c(C)c23)CC1	-5
18	COc1ccc(OC)c(NC(=O)C2CCCN(S(=O)(=O)c3ccc(Br)s3)C2)c1 (stereo not drawn)	-23
19	COC(=O)c1ccccc1NC(=O)COC(C)=O	-11
20	Cc1ccc(NC(=O)C(Cc2ccccc2)N2C(=O)C3C4CCC(C4)C3C2=O)cc1Cl (stereo not drawn)	2
21	Cc1ccc2c(c1)c(=O)c1ccccc1n2CC(=O)Nc1ccc(OCc2ccccc2)cc1	-18
22	COc1ccc(S(=O)(=O)Nc2cc(C(=O)NCc3cccs3)ccc2N2CCOCC2)cc1	-4
23	Cc1ccc(S(=O)(=O)N2CCSC2c2ccco2)cc1 (stereo not drawn)	-1
24	Cc1ccc(C(=O)N2CCN=C2SCc2cccnc2)cc1	-4
25	c1ccc(-n2ncc3c(NCCN4CCOCC4)ncnc32)cc1	-2
26	COc1ccccc1C1C=C(c2ccc(C)cc2)Nc2nnnn21 (stereo not drawn)	-3
27	Cc1ccccc1NS(=O)(=O)c1ccc2oc3ccc(S(=O)(=O)Nc4ccccc4C)cc3c2c1	-3
28	COc1cccc(C2CC(c3cccc(F)c3)n3nnnc3N2)c1 (stereo not drawn)	-5
29	Cc1ccc(NC(=O)c2ccc(N3CCN(c4ccccc4Cl)CC3)c([N+](=O)[O-])c2)c(C)c1	-2
30	O=C(NC1CCCC1)c1ccc([N+](=O)[O-])cc1	5

A second format for seven compounds above:
entry	14-3-3 PPI	SMILES
22	-4	COc1ccc(S(=O)(=O)Nc2cc(C(=O)NCc3cccs3)ccc2N2CCOCC2)cc1
23	-1	Cc1ccc(S(=O)(=O)N2CCSC2c2ccco2)cc1 (stereo not drawn)
24	-4	Cc1ccc(C(=O)N2CCN=C2SCc2cccnc2)cc1
25	-2	c1ccc(-n2ncc3c(NCCN4CCOCC4)ncnc32)cc1
26	-3	COc1ccccc1C1C=C(c2ccc(C)cc2)Nc2nnnn21 (stereo not drawn)
27	-3	Cc1ccccc1NS(=O)(=O)c1ccc2oc3ccc(S(=O)(=O)Nc4ccccc4C)cc3c2c1
28	-5	COc1cccc(C2CC(c3cccc(F)c3)n3nnnc3N2)c1 (stereo not drawn)

(more compounds)
nr	canonical_smiles	14-3-3 PPI
31	O=C(N1CCOCC1)N1CCN(Cc2ccccc2)CC1	-2
32	N/C(=N/O)c1nc(N2CCCCC2)nc(N2CCCCC2)n1	-9
33	Cc1nc2nc(SCC(=O)NC3CCCc4ccccc43)nn2c(C)c1Cc1ccccc1 (stereo not drawn)	0
34	NC(=O)Cn1c(=O)n(-c2ccc(Cl)cc2)c(=O)c2c3c(sc21)CCC3	2
35	Cc1nc(-c2c[nH]c3ccccc23)c(C)s1	-8
36	CCC(=O)N1CCc2cc(S(=O)(=O)CCC(=O)Nc3cc(Cl)ccc3C)ccc21	-6
37	CC1(C)CC(=O)C2=C(C1)c1c(ccc3ncccc13)NC2c1ccc(O)c(O)c1 (stereo not drawn)	-20
38	O=C(CSc1ncc(-c2ccc(Br)cc2)[nH]1)c1ccc([N+](=O)[O-])cc1	-7
39	CC1=C(C(N)=O)C(c2ccc3c(c2)OCO3)n2ncnc2N1 (stereo not drawn)	-17
40	CCOc1cc(C2C3=C(CC(C)(C)CC3=O)NC3=C2C(=O)CC(C)(C)C3)ccc1OCc1ccccc1F	3
41	Cn1c(=O)c2c(nc(N3CCCC3)n2Cc2ccccc2)n(C)c1=O	-4
42	CC(=O)Nc1ccc2c(c1)C(=O)Nc1ccccc1O2	-5
43	COc1ccc(C2CC(c3ccc(Br)cc3)=NN2C(=O)CCN2CCCC2)cc1 (stereo not drawn)	-19
44	CCc1ccc(-c2nc(CCl)c(C)o2)cc1	13
45	O=C(CSc1nnc2ccccn12)Nc1cccc(-c2nc3ccccc3s2)c1	-25
46	CCCc1ccc(OCc2ccc(C(=O)OC)o2)c(OC)c1	-10
47	CCOc1nc(-c2ccccc2)c2cc(C)ccc2n1	-1
48	O=C1NCCCC1C(=O)NCC(O)CO (stereo not drawn)	21
49	COc1cccc(-c2coc3c(C)c4oc(=O)c5c(c4cc23)CCCCC5)c1	-2
50	COc1cc(C2C(C(=O)OC(C)C)=C(C)NC3=C2C(=O)CCC3)cc(Cl)c1O (stereo not drawn)	-2
51	O=C(O)c1cccc2c1NC(c1cccc3ccccc13)C1CC=CC21 (stereo not drawn)	-189
52	FC(F)(F)c1cc(-c2cccs2)nc2cc(-c3ccccc3)nn12	5
53	CC1CC(C)CN(C(=O)CSc2nnc(-c3ccc(Cl)cc3)o2)C1 (stereo not drawn)	-7
54	CCN(C(=O)c1ccnc(C(C)(C)C)c1)c1ccccc1	-9
55	NC(=O)c1ccccc1NC(=O)c1cc2c(n(-c3ccccc3)c1=O)CCCC2=O	-13
56	Cc1cc(N2CCCCC2)nc2ccc(NC(=O)CCC(=O)NC3CCCCCC3)cc12	-12
57	CCOC(=O)Cc1ccc(N(Cc2ccc(Cl)cc2)S(=O)(=O)c2cccc(C(F)(F)F)c2)cc1	-1
58	COc1ccccc1Nc1ncnc2c1oc1ccccc12	1
59	O=C(Nc1ccc(N2CCN(C(=O)c3ccco3)CC2)cc1)c1cccc(F)c1	-4
60	CCOC(=O)C(C)n1nc(C)c2sc3ccccc3c2c1=O (stereo not drawn)	-7

The last six records of the part before lead into the next:
nr	canonical_smiles	14-3-3 PPI
55	NC(=O)c1ccccc1NC(=O)c1cc2c(n(-c3ccccc3)c1=O)CCCC2=O	-13
56	Cc1cc(N2CCCCC2)nc2ccc(NC(=O)CCC(=O)NC3CCCCCC3)cc12	-12
57	CCOC(=O)Cc1ccc(N(Cc2ccc(Cl)cc2)S(=O)(=O)c2cccc(C(F)(F)F)c2)cc1	-1
58	COc1ccccc1Nc1ncnc2c1oc1ccccc12	1
59	O=C(Nc1ccc(N2CCN(C(=O)c3ccco3)CC2)cc1)c1cccc(F)c1	-4
60	CCOC(=O)C(C)n1nc(C)c2sc3ccccc3c2c1=O (stereo not drawn)	-7
61	Cc1cccc(C)c1N=Cc1c(O)ccc2ccccc12	24
62	CCOC(=O)c1c(C)oc2ccc(OCc3ccc(F)cc3)cc12	-8
63	CN(C)CCCN(Cc1ccc2c(c1)OCO2)C(=O)NC1CCCCC1	3
64	O=C(CSc1nnc(-c2cccnc2)o1)Nc1ccccn1	-2
65	CC(=O)NC(=Nc1nc2ccccc2s1)NC(C)=O	-3
66	CCn1c(=O)cc(SCC(=O)Nc2ccc3c(c2)OCO3)c2ccccc21	-1
67	CSc1nnc(Cn2c(=O)sc3ccccc32)n1CCc1ccccc1	4
68	Cc1cc(-n2c(C)ccc2-c2ccccc2)ccc1F	4
69	Cc1cccc(CCNC(=O)CCc2nc(-c3ccccc3F)no2)c1	-8
70	COc1cccc(N2CCN(C(=O)c3ccc4nc5ccccc5c(=O)n4c3)CC2)c1	-3
71	Cc1noc(NS(=O)(=O)c2ccc(NC(=O)Nc3ccc(Cl)c(Cl)c3)cc2)c1C	-8
72	O=C(c1ccco1)N1CCN(S(=O)(=O)c2ccc3nc(-c4ccccc4)[nH]c3c2)CC1	-16
73	COc1cccc(-c2noc(N)c2C#N)c1	-10
74	CCOC(=O)C1CCN(c2c(NCCCN(C)C3CCCCC3)c(=O)c2=O)CC1	0
75	OCCCNc1ncnc2c1c(-c1ccccc1)cn2-c1ccc(F)cc1	4
76	COC(=O)c1[nH]c2c(c1C)C(=O)CC(c1ccc(C(C)(C)C)cc1)C2 (stereo not drawn)	-1
77	O=C1CCCC2=C1C(c1cccnc1)n1nc(SCc3ccccc3Cl)nc1N2 (stereo not drawn)	-8
78	CCN(CC)C(=O)C1CCCN(c2cc3c(cc2[N+](=O)[O-])C(=O)N(c2ccc(C)cc2)C3=O)C1 (stereo not drawn)	0
79	Cc1csc(NC(=O)c2cnccn2)n1	-6
80	COc1cccc(C2/C(=C(/O)c3cnn(-c4ccccc4)c3C)C(=O)C(=O)N2CCN(C)C)c1OC (stereo not drawn)	-1
81	O=C(Nc1nnc(CCS(=O)(=O)c2ccc(Br)cc2)s1)c1ccco1	-16
82	COc1ccc(Cl)cc1NC(=O)Cn1cnc2ccccc2c1=O	-2
83	CCOC(=O)c1ccc(NCc2ccc(OC)cc2)cc1	5
84	COc1ccc(-c2nc(-c3ccncc3)no2)cc1OC	-4
85	COc1cc(C(=O)Nc2ccc(C(C)=O)cc2)cc(OC)c1OC	-1
86	CCOc1ccccc1C(=O)Nc1c2c(nn1-c1cccc(Cl)c1)CSC2	-1
87	Cc1ccc(NC2=CC(=O)CC(c3ccccc3)C2)cc1 (stereo not drawn)	-7
88	CCc1cccc(NC(=O)c2cc3ccccc3c(=O)o2)c1	-7
89	CC(c1ccccc1)n1cc(C(=O)NCC2COc3ccccc3O2)nn1 (stereo not drawn)	0
90	CCOc1ccc(CN2CCNC(=O)C2CC(=O)OC)cc1 (stereo not drawn)	-2
91	CC1CC(C)CN(S(=O)(=O)c2ccc(C(=O)N=c3sc4cc(Br)ccc4n3C)cc2)C1 (stereo not drawn)	-14
92	CCCCN1C(=O)c2ccc([N+](=O)[O-])cc2C1=O	7
93	Cc1ccc(-n2cc(-c3ccccc3)c3c(NC4CCCC4)ncnc32)cc1	-3
94	N#CC1C(c2ccc3ccccc3n2)=CN(CC(=O)c2ccc([N+](=O)[O-])cc2)c2ccccc21 (stereo not drawn)	-107
95	Cc1cccc(N2CCN(C(=O)c3ccc(N4CCCC4=O)cc3)CC2C)c1 (stereo not drawn)	-3
96	O=C(CSc1nc(O)c(Cc2ccccc2)c(=O)[nH]1)Nc1ccccc1	7
97	CCN1C(=S)NC2c3cccc(OC)c3OC1(C)C2C(=O)Nc1ccc(C)cc1C (stereo not drawn)	5
98	O=C1C2C3CCC(C3)C2C(=O)N1c1cccc(C(F)(F)F)c1 (stereo not drawn)	-5
99	CC1(C)CNC(=O)c2sc(N3CCOCC3)nc2C1	2
100	O=C(Nc1cccc(O)c1)c1cc([N+](=O)[O-])ccc1Cl	0
101	COC(=O)C1=C(C(=O)OC)SC(=C2C(=S)C(C)(C)N(C(=O)C(C)C)c3ccccc32)S1	-4
102	Cc1ccnc(SCCn2c(N(C)Cc3ccccc3)nc3c2c(=O)n(C)c(=O)n3C)n1	-5
103	CC1CCCCN1C(=O)c1cc2nc(-c3ccc(Br)cc3)cc(C(F)(F)F)n2n1 (stereo not drawn)	0
104	CCn1c(CC(=O)Nc2ccccc2)nnc1SCC(=O)Nc1ccccc1C(=O)OC	8
105	CCc1c(C)c2cc([N+](=O)[O-])c(O)c(C)c2oc1=O	3
106	Cc1cc(N2CCCCCC2)nc(-c2ccccc2O)n1	2
107	CCOC(=O)N1CCN(C(=O)CCCn2c(=O)[nH]c3ccccc3c2=O)CC1	1
108	O=C(c1cc2c(=O)oc3ccccc3c2s1)N(Cc1cccs1)C1CCCC1	2
109	O=C(CCn1nc(-c2ccccc2)ccc1=O)N1CCOCC1	-2
110	CNC(=O)C1=C(C)NC(=S)NC1c1ccc(OC)c(Br)c1 (stereo not drawn)	-5

Additional results:
nr	canonical_smiles	14-3-3 PPI
111	O=C(c1ccc(Cl)c([N+](=O)[O-])c1)N(Cc1ccccc1)c1ccccn1	-5
112	Cc1ccc2c3c(ccc2n1)NC1=C(C(=O)CCC1)C3c1ccc(F)cc1 (stereo not drawn)	0
113	O=C(c1ccc(Cl)cc1Cl)N1CCC(c2nc3c(nnn3Cc3ccco3)c(=O)[nH]2)CC1	-7
114	Cc1ccc(S(=O)(=O)N(CCc2ccccc2)CC(=O)Nc2cccc(C(F)(F)F)c2)cc1	2
115	CC(O)c1cccc(NC(=O)c2cc3n(n2)C(C(F)(F)F)CC(c2ccc(F)cc2)N3)c1 (stereo not drawn)	-2
116	CCCC(=O)NC(C)c1nc2ccccc2[nH]1 (stereo not drawn)	3
117	CC1CCN(C(=O)c2cc3c(=O)n4ccccc4nc3s2)CC1	-16
118	O=C(COc1ccccc1)N1CCN=C1SCc1cccnc1	-1
119	Cc1nccn1Cc1ccc(O)c2ncccc12	12
120	COc1ccc(Cn2nc(C)cc2C)cc1OC	-5

Bioassay records: PubChem BioAssay, Emory University Molecular Libraries Screening Center

An excerpt, so the mix of outcomes need not match the whole.
